ER stress rescue = rescue of cells from ER stress-induced death, primary screen, 384-well, CSM14.1, thapsigargin, ATP luminescence (AID 1222). 190,000 tested, under 10 active. CSM14.1 thapsigargin-induced death rescue, ATP luminescence; higher % means a stronger effect. cellular ATP content (survival), % at 20 µM; hits with a dose series show EC50 in µM;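 active = EC50 below 50 µM in the dose-response confirmation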;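 note: death triggered by thapsigargin at about 15 µM added after 2 h compound pretreatment; cell ATP read after overnight thapsigargin exposure of roughly 18 to 22 hours; normalized against plate controls of thapsigargin alone and 5% DMSO vehicle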
MT stabilizer = microtubule stabilizers in HeLa cells, primary screen, imaging, high-content imaging; HeLa tubulin immunostaining HCS, 24 h; share of cells brighter than vehicle mean+2SD; % tubulin-high responders, % at 10 µM; 200,000 tested, 0.83% active;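 active = plate Z-score above 3 for both tubulin-high and condensed-nucleus cell shares, with cell loss under 80%, at 10 µM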;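 note: anti alpha tubulin signal scored within the nucleus-defined area of each cell; some results filed as inactive read as strong as hits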
M17LAP inhibition = P. falciparum M17LAP inhibitors, primary screen, biochemical, fluorogenic H-Leu-NHMec substrate, 1536-well (AID 1619) | Leucine aminopeptidase (Plasmodium falciparum (isolate 3D7)) | recombinant M17LAP, H-Leu-NHMec fluorogenic kinetic assay; higher % means a stronger effect | 220,000 tested, 0.38% active | inhibition, % at 30 µM, or IC50 in µM where a hit was titrated;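 active = compound inhibiting the enzyme by more than half at any dose during confirmatory dose-response retesting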;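 note: plate controls were full reaction with DMSO carrier for no effect and no enzyme background for full effect; strong numbers were not always called active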
Lipid droplet = inhibitors of hepatocyte lipid droplet formation, primary screen, imaging, high-throughput imaging, BODIPY stain. AML12 mouse hepatocytes, oleate lipid droplets. inhibition, % at 6.5 µM. 240,000 tested, 0.4% active. AID 1656, 2009;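 active = lipid droplet intensity inhibited by at least 50%, with more than 500 cells counted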
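Assay system: AML12 hepatocytes (mouse) / Also added: 100 µM oleic acid challenge / Times: overnight treatment with compound plus oleate / Detection: high-content imaging of BODIPY-stained droplets and DAPI nuclei / Evaluation: % inhibition of lipid droplet signal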
Autophagy HCS = autophagy modulators in MEF cells, primary screen, imaging, high-content, MEF GFP-LC3; MEF GFP-LC3 puncta imaging; test concentration mostly 10 µM; calls only at 10 µM (by protocol); 190,000 tested, 0.98% active; AID 463193, 2010;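 active = percentage of spot-positive cells more than 3 SD above its plate mean, without a fluorescence outlier flag or 80% toxicity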;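 note: spot-positive cell cutoff set from DMSO-treated cells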
Dynein transport = inhibitors of GR-EGFP nuclear translocation, primary screen, dynein cargo transport inhibitor project, imaging, high-content, 3617.4 mouse cells. test concentration mostly 20 µM; stimulated with dexamethasone, 1 µM; active compounds read low. z-score, hits read low. AID 1381, 2008. 220,000 tested, 0.47% active;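 active = plate z-score of nuclear minus cytoplasmic receptor signal below a set negative limit, without overly bright fluorescence or cell loss, cut at about -3.5 in these data, passing the limit was not always enough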;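 note: z-score of nuclear minus cytoplasmic ring GR-EGFP intensity difference per well; some compounds called inactive have numbers as strong as hits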
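Also added: dexamethasone, 1.0 µM final. Medium: tet-free, stripped-serum medium. Detection: fixed, Hoechst-stained cells imaged at 10x for EGFP. Read-out: nuclear-to-cytoplasmic GR-EGFP distribution per well. Times: induction 48 h, compound 1 h, agonist 30 min.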
Insulin prom up = insulin promoter activators in MIN6 cells, imaging, high-content screening, mouse beta cells. MIN6 insulin promoter-GFP reporter; active compounds read high. z-score at 5 µM. 190,000 tested, 0.3% active. AID 1625, 2009;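 active = z-score above 3 at 5 µM with at least 500 cells counted in the well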
Yfh1-off respiration = enhancers of respiration in Yfh1-depleted yeast, dose response, Friedreich's ataxia, plus single-dose screen (AID 1465). S. cerevisiae Yfh1-off respiration, WST-1 reduction, 72 h; higher fold induction means a stronger effect. fold induction at 50 µM; hits with a dose series show EC50 in µM. 220,000 tested, 0.074% active;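 active = fold induction of absorbance versus untreated yeast above a set limit, then at least 30% activation at any dose in follow-up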;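 note: activators that raise dye reduction in frataxin-depleted yeast; strong numbers were not always called active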
M1AAP inhibition = P. falciparum M1AAP inhibitors, biochemical, fluorogenic H-Leu-NHMec substrate, 1536-well (AID 1445) | 220,000 tested, 0.42% active | recombinant M1AAP, H-Leu-NHMec fluorogenic kinetic assay; higher % means a stronger effect | Aminopeptidase N (Plasmodium falciparum (isolate 3D7)) | one-dose inhibition, % at 30 µM; IC50 in µM for titrated hits;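 active = primary inhibition above the hit cutoff, then over 50% inhibition at one or more dose response concentrations, cut at about 23% in these data, passing the limit was not always enough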;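 note: plate controls were DMSO full reaction for no effect and no enzyme background for full effect; strong numbers were not always called active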
Dynein transport cytoplasmic EGFP = also measured in Dynein transport; calls as there; z-score; measured here: cytoplasmic GR-EGFP intensity; active compounds read high
Dynein transport nuclear GR-EGFP = second read-out of Dynein transport, no call of its own (marks repeat the call); z-score; measured here: nuclear GR-EGFP intensity;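 lower value marks the stronger effect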
Dynein transport cell count = further read-out of Dynein transport, marked with its call; z-score; measured here: cell count per field
Insulin prom up cell count = recorded beside Insulin prom up, whose call it bears; cell count; measured here: cytotoxicity, nuclei count;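 total cells summed across four imaged fields per well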
Lipid droplet cells 6.5 µM = further read-out of Lipid droplet, marked with its call; cell count; measured here: cell count, cytotoxicity flag;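 cells counted across two imaged fields per well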
MT stabilizer Hoechst-high % = further read-out of MT stabilizer, marked with its call; % Hoechst-high responders; measured here: nuclear condensation Hoechst responders;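 share of cells brighter than vehicle mean plus two SD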
MT stabilizer cytotoxicity % = also measured in MT stabilizer; calls as there; toxicity, %; measured here: cytotoxicity by cell density;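 0% = mean cell density of plate MIN control wells and 100% = no cells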
Autophagy HCS cell loss 18 h = also measured in Autophagy HCS; calls as there; toxicity, %; measured here: cell loss, nuclei count;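 cell loss after 18 h compound exposure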
The depositor's hits bear a star; i = inactive; . = not tested or not shown; + = active, no number.

SMILES | Dynein transport cell count | M1AAP inhibition | Yfh1-off respiration | MT stabilizer cytotoxicity % | Lipid droplet | Dynein transport | Lipid droplet cells 6.5 µM | Insulin prom up cell count | Autophagy HCS cell loss 18 h | M17LAP inhibition | MT stabilizer Hoechst-high % | ER stress rescue | Dynein transport nuclear GR-EGFP | Autophagy HCS | Insulin prom up | Dynein transport cytoplasmic EGFP | MT stabilizer
COc1cc(C(=O)NCCCc2nc3ccccc3n2Cc2cc(C)ccc2C)cc(OC)c1OC | -2.1 | 9% | i | 8.0 | -10 | 3.6 | 764 | 1103 | 3 | -10% | 1.6 | 2.2% | 3.2 | i | 0.67 | 0.043 | 3.5
NC(=O)c1ccc2c(=O)n3c(-c4cccs4)csc3nc2c1 | -0.3 | 11% | i | . | 3 | 0.61 | 717 | 1035 | . | -8% | . | . | 0.43 | . | -0.3 | -0.79 | .
COc1ccc(C(CNC(=O)c2ccc(S(=O)(=O)N3CCCC3)cc2)N2CCOCC2)cc1 (centres undefined) | -0.75 | -6% | i | . | -3 | 0.38 | 574 | 910 | . | 8% | . | . | 0.86 | . | 1.3 | -0.24 | .
O=C(CCN1C(=O)/C(=C/c2ccccc2Cl)SC1=S)NNC(=O)c1cccnc1 | 1.2 | -4% | i | . | -1 | -0.16 | 769 | 943 | . | 5% | . | . | -0.11 | . | 0.24 | -0.25 | .
CC(C)CC(c1nnnn1C1CCCC1)N1CCC(C(N)=O)CC1 (centres undefined) | -1.3 | -3% | i | 0.8 | -1 | 1.2 | 721 | 1285 | 18 | -1% | 1.2 | -0.8% | 0.14 | i | 0.01 | -0.14 | 2.7
C[C@H](NS(=O)(=O)c1ccccc1)C(=O)OCC(=O)NC(=O)Nc1ccc2c(c1)OCCO2 | 0.42 | 2% | i | 0.6 | -12 | -0.19 | 656 | 1322 | 11 | -1% | 1.6 | 17% | -0.033 | i | 0.23 | -0.26 | 2.7
CCOC(=O)c1c(C)[nH]c(C(=O)/C(C#N)=C/c2ccc(OC(F)F)c(OC)c2)c1C | 0.066 | 18% | i | 0.7 | -7 | -0.26 | 600 | 2150 | -2 | 4% | 2.9 | -3.8% | -0.12 | i | 0.36 | -0.21 | 9.6
Cc1ccccc1OCc1nc(-c2ccc(NC(=O)c3ccc4c(c3)OCO4)cc2)no1 | 1.3 | 4% | i | 6.1 | . | -1 | . | 1294 | 2.1* | 7% | 4.8 | 1.0% | -0.37 | + | -1.7 | -0.035 | 3.5
C=CCN(c1ccc(C(=O)Nc2cc(C)cc(C)c2)cc1)S(C)(=O)=O | -0.52 | 0% | i | 4.5 | 14 | -0.24 | 748 | 1125 | -6 | -1% | 2.9 | -1.5% | 0.17 | i | -0.66 | -0.22 | 2.1
COc1ccccc1NC(=O)Nc1nnc(-c2ccco2)s1 | -0.22 | -2% | . | 11 | . | 0.82 | . | 1641 | 9 | -3% | 1.9 | -2.4% | 1.3 | i | 0.16 | -0.24 | 1.3
Cc1ccc2c(C(=O)CCl)c(C)[nH]c2c1 | -0.34 | -2% | i | . | -3 | -0.94 | 695 | 1093 | . | 10% | . | . | 0.11 | . | -0.72 | -0.079 | .
Cc1c(Br)c([N+](=O)[O-])nn1CC(=O)Nc1ccc(C(N)=O)cc1 | -0.69 | 1% | i | 2.4 | 10 | 0.9 | 659 | 1491 | 40 | -2% | 2.1 | 0.3% | 0.31 | i | -0.28 | -0.084 | 5.0
CC(=O)COC(=O)CNC(=O)c1ccc(Br)cc1 | -0.39 | -8% | i | 4.4 | 0 | 0.0056 | 755 | 980 | -6 | -2% | 2.0 | 2.5% | 0.42 | i | -0.07 | -0.08 | 1.5
CCn1nc(NC(=O)Cc2ccc(OC)cc2)c2cc3cc(C)ccc3nc21 | -0.12 | 2% | i | . | -9 | -0.54 | 742 | 1102 | . | -10% | . | . | -0.27 | . | -0.26 | -0.23 | .
Cc1ccc(OC(C)C(=O)O)cc1C (centres undefined) | -1.3 | -2% | i | 5.7 | -17 | 0.6 | 764 | . | -10 | 0% | 3.3 | -1.0% | 1.1 | i | . | -0.14 | 3.4
CCCCSc1nc(SCC(=O)NCc2ccco2)c2c3c(sc2n1)COC(C)(CC)C3 (centres undefined) | -1.3 | 5% | i | 6.5 | . | 0.41 | . | 1093 | -29 | -10% | 2.0 | -0.4% | 0.011 | i | -2.1 | -0.14 | 3.2
O=C(CC1(O)C(=O)N(Cc2ccccc2)c2ccccc21)c1ccc2c(c1)OCO2 (centres undefined) | 0.13 | 4% | i | 5.0 | 2 | -0.26 | 759 | 848 | 6 | 2% | 2.1 | -0.8% | 0.034 | i | -0.14 | -0.22 | 2.2
O=C(NCCNC(=O)c1ccccc1)c1ccccc1 | -0.91 | 5% | i | . | -11 | 0.17 | 698 | 1067 | . | 2% | . | . | 0.29 | . | 0.37 | -0.7 | .
CCOC(=O)c1ccccc1NC(=O)c1cn(-c2ccc(C)c(C)c2)c(=O)c2ccccc12 | -0.43 | 1% | i | 7.5 | -24 | 0.22 | 616 | 1135 | -23 | 13% | 3.8 | 4.7% | -0.32 | i | 0.34 | -0.28 | 5.1
Cc1ccc(-n2nc(-c3ccc(OC(F)(F)F)cc3)cc2N)cc1C | -0.8 | 6% | i | . | 5 | 2.3 | 746 | 1438 | . | -6% | . | . | 0.79 | . | 1.2 | -0.17 | .
Cc1ccc(C)c(NC(=S)NNC(=O)c2sccc2C)c1 | 0.23 | -10% | i | 5.0 | 6 | -0.36 | 637 | . | 2 | 13% | 2.0 | -1.8% | 0.026 | i | . | -0.32 | 1.4
CCOC(=O)c1cc(-c2ccccc2)n(CCC(=O)N2CCN(c3ccccn3)CC2)c1C | -0.23 | -2% | i | 4.8 | 1 | 0.42 | 692 | 1276 | 12 | -2% | 1.6 | 0.8% | 0.25 | i | -0.24 | -0.26 | 1.9
CC#CCCCC(=O)Nc1ccccc1C(=O)O | 0.42 | 0% | i | 7.1 | . | 0.045 | . | 1636 | 11 | 19% | 2.2 | 2.0% | 0.53 | i | 0.3 | -0.16 | 3.7
CCOC(=O)c1c(-c2ccc(C)cc2)csc1NC(=O)CCN1CCOCC1 | -1 | -6% | i | 3.0 | 0 | 0.64 | 687 | 1538 | 3 | -18% | 2.0 | 0.6% | 0.042 | i | -0.32 | -0.26 | 4.0
C[N+]1(C2CCC3CCC2C3O)CCCC1 (centres undefined) | 0.3 | 3% | i | 7.0 | 0 | -0.29 | 565 | . | 15 | -13% | 2.8 | -0.1% | -0.35 | i | . | -0.31 | 1.9
COC(=O)c1ccccc1NC(=O)c1cccs1 | -0.77 | 1% | i | 8.6 | 3 | -0.42 | 730 | 1275 | -3 | -2% | 2.7 | -2.3% | -0.27 | i | 0.72 | 0.12 | 4.0
CCOc1ccc(Cn2nnc(C(=O)NCCc3ccc(Cl)cc3)c2N)cc1 | -1.4 | 3% | i | 9.2 | . | 2.8 | . | 1017 | -6 | 2% | 1.8 | -0.5% | 1.9 | i | 0.6 | 0.11 | 3.3
C=CCn1cc(/C=N/NC(=O)COc2cccc3cccnc23)c2ccccc21 | -0.23 | 11% | i | 7.2 | -1 | 0.025 | 692 | 1455 | -21 | 9% | 2.2 | -1.1% | -0.079 | i | 0.24 | -0.19 | 4.6
O=[N+]([O-])c1ccc(Sc2cccc3cccnc23)c2cccnc12 | -0.065 | 1% | i | 5.8 | -5 | 0.33 | 733 | 1413 | 9 | -2% | 1.8 | 0.3% | 0.39 | i | -0.68 | -0.17 | 3.2
COc1ccc(Cn2c(=S)[nH]c3cc(C(=O)NCc4cccnc4)ccc3c2=O)cc1 | 0.67 | 1% | i | 2.1 | 28 | -0.01 | 686 | 1215 | -7 | -17% | 1.5 | 0.0% | -0.26 | i | -0.52 | -0.27 | 3.6
Cc1cc(C)c(C)c(S(=O)(=O)NCc2ccc(C(=O)N3CCCCC3)cc2)c1C | -1.2 | 10% | i | 8.9 | -17 | 0.71 | 741 | . | -4 | -6% | 2.6 | -2.4% | 0.028 | i | . | -0.15 | 4.5

Screening results (PubChem)
